# KCNQ2 inh: KCNQ2 potassium channel inhibitors, primary screen, cell-based, CHO-K1, FluxOR thallium flux, B-score (AID 2156); Potassium voltage-gated channel subfamily KQT member 2 (Rattus norvegicus), O88943; 20 min; hits give low values; B-score at 10 µM; 310,000 compounds, 1.1% hits;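 active = fluorescence ratio B-score at most minus 3 library SDs, with starting brightness B-score within 2 library SDs, cut at about -5.5 in these data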
# Kir21 block: inhibitors of mouse Kir2.1 inward-rectifier potassium channel | 310,000 compounds, 0.85% hits | HEK293-Kir2.1, FluxOR thallium flux fluorescence; hits give low values | AID 1672, 2009 | Inward rectifier potassium channel 2 (Mus musculus), P35561 | B-score at 10 µM;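 active = fluorescence ratio B-score at or below minus 3 SD of library scores, with starting-brightness B-score within 2 SD, cut at about -4.2 in these data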;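 also: channel flux triggered by added potassium and thallium sulfate stimulus; B-score of peak minus minimum fluorescence over baseline after thallium stimulus; more negative B-score means stronger Kir2.1 block with less thallium influx; some compounds called inactive have numbers as strong as hits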
# Target sequence (P35561 whole entry, looked up): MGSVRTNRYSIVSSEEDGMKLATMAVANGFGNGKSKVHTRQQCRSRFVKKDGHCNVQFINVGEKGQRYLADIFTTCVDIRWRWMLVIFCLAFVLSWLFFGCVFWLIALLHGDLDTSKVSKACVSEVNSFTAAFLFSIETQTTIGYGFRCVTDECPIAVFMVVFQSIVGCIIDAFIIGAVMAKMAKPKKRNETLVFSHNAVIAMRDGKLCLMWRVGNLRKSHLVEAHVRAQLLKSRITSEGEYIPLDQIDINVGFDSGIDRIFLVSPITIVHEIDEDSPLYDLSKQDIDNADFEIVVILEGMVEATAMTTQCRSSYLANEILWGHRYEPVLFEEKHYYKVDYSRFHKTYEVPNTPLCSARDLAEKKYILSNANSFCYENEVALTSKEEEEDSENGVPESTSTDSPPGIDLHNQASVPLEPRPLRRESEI
# An asterisk follows results filed as active; i = inactive.
# Start of the data: the first five entries as a preview:
Compound	KCNQ2 inh	Kir21 block
COC(=O)CN(c1cc(C(F)(F)F)ccc1Cl)S(C)(=O)=O	i	-2.8
COc1cc(C2Nc3c(F)cccc3C3C=CCC32)cc(Br)c1OC (stereo not drawn)	i	-0.59
O=C(c1cccc(C(F)(F)F)c1)C1CCCN(C(=O)CCCN2CCCC2=O)C1 (stereo not drawn)	i	-1.2
NC(=O)c1ccc(-n2nc(C(F)(F)F)c3c2CCCC3)cc1	i	0.1
COc1cccc(N(C(=O)c2snc(C(N)=O)c2N)C(C(=O)NCC2CCCO2)c2ccc(F)cc2)c1 (stereo not drawn)	i	-1.3

# Results, from the first entry:
Compound	KCNQ2 inh	Kir21 block
COC(=O)CN(c1cc(C(F)(F)F)ccc1Cl)S(C)(=O)=O	i	-2.8
COc1cc(C2Nc3c(F)cccc3C3C=CCC32)cc(Br)c1OC (stereo not drawn)	i	-0.59
O=C(c1cccc(C(F)(F)F)c1)C1CCCN(C(=O)CCCN2CCCC2=O)C1 (stereo not drawn)	i	-1.2
NC(=O)c1ccc(-n2nc(C(F)(F)F)c3c2CCCC3)cc1	i	0.1
COc1cccc(N(C(=O)c2snc(C(N)=O)c2N)C(C(=O)NCC2CCCO2)c2ccc(F)cc2)c1 (stereo not drawn)	i	-1.3
Cc1ccc(Cc2cnc(NC(=O)c3cccs3)s2)cc1	i	1.7
COC(CNC(=O)c1ccc2c(c1)ncn2-c1cccc(C)c1)OC	i	-0.67
CC(C)COc1ccc(Cc2cnc(N)nc2N)cc1	i	-2.7
CC1(C(=O)N2CC3(CC(c4ccccc4)=NO3)C[C@H]2C(=O)NCC(N)=O)CC1 (stereo partly drawn)	i	0
Cc1ccc(-c2nc3ccccc3c(=O)n2N)cc1	i	-0.03
O=C(N=C1c2ccccc2CN1c1ccc(F)c(F)c1)c1cccnc1	i	-0.39
CC(C)(C)c1ccc(C(=O)Nc2ccc(NC(=O)c3ccco3)cc2)cc1	i	1.2
COc1cc2c(cc1OC)C(C)N(C(=O)Nc1ccc(F)cc1)CC2 (stereo not drawn)	i	2.2
CSc1nsc(SCC(=O)Nc2ccc(Cl)c(C(=O)O)c2)n1	i	1.8
CC(C)CC(=O)Nc1ccc2c(c1)nc(CCN1CCOCC1)n2C	i	1.3
Cc1cccc(NC(=O)CSc2nnc(CNC(=O)c3ccc(S(=O)(=O)N(C)C)cc3)n2-c2ccc(F)cc2)c1	i	-0.45
COC(=O)Cn1c(=O)c2c(nc(Br)n2CC(=O)OC)n(C)c1=O	i	1.4
COc1ccc(CNS(=O)(=O)c2ccc(F)c(C(=O)Nc3ccccc3OC)c2)cc1	i	0.95
O=C1S/C(=C\c2ccc(N3CCOCC3)o2)C(=O)N1Cc1c(F)cccc1Cl	i	-0.78
COc1ccc(-c2nc(N)c(C#N)c(-c3cccnc3)c2C)cc1	i	1
O=C(/C=C/c1ccccc1)N1CCN(Cc2nc3ccccc3c(=O)[nH]2)CC1	i	-0.01
CC(C)Cn1c(N)c(C(=O)COC(=O)C2CC(=O)N(c3ccc4c(c3)OCCO4)C2)c(=O)n(C)c1=O (stereo not drawn)	i	-1.5
CCc1ccccc1NC(=O)Cn1nnc(C(=O)NCc2cccs2)c1N	i	0.17
CCN1C(N(C)CCc2cccs2)=N[C@@H](c2ccccc2)C(C(=O)OC)=C1C	i	-2.1
CN1CCN(c2ccc(NC(=O)c3ccc(Cl)cc3Cl)cc2)CC1	i	-2.3
COCCn1c(SCC(=O)NC(=O)NCc2ccccc2)nc2ccccc21	i	0
O=C(NNC(=O)c1ccccc1O)c1ccc(Cl)c(S(=O)(=O)N2CCCCC2)c1	i	0.5
O=C(Nc1ccccc1)N1CCN(Cc2ccc3c(c2)OCO3)CC1	i	-1.1
COC(=O)c1[nH]c2cccc(OC)c2c1NC(=O)CN1CCN(c2cccc(OC)c2)C(C)C1 (stereo not drawn)	i	-0.72
CCOC(=O)c1sc(NC(=O)C(CC)Sc2nccn2C)nc1C (stereo not drawn)	i	-0.23
CC(=O)c1cccc(NC(=O)N2CCN(S(C)(=O)=O)CC2)c1	i	0.14
O=C(Nc1cc(Oc2ccccc2)cc([N+](=O)[O-])c1)C12CC3CC(C1)CC(n1cnc(Cl)n1)(C3)C2	i	0.01
Cc1ccc(NNC(=O)C(O)(c2cccc(C(F)(F)F)c2)c2cccc(C(F)(F)F)c2)cc1	i	-0.88
COC(=O)c1sc(=S)n(-c2cc(F)ccc2F)c1N	i	-0.74
O=C1N(Cc2cccnc2)C[C@@H]2C[C@@H](c3ccc4nonc4c3)N3CCC[C@@]123	i	0.3
Cc1ccc(-n2c(-c3cc(C)n(C)n3)n[nH]c2=S)cc1	i	-0.31
Cc1nnc(Oc2ccccc2)c2ccccc12	i	-0.08
CC(C)OC(=O)c1cc(C(=O)c2cc(Cl)ccc2O)coc1=N	i	-0.46
COc1ccccc1N1C(=O)CC(Sc2n[nH]c(-c3cccc(C)c3)n2)C1=O (stereo not drawn)	i	0.72
CC(C)c1ccc(/C=C/C2=NNC(=O)CC2)cc1	i	-0.58
CCOC(=O)C(=Cc1ccc(-n2ccnc2)cc1)C(=O)OCC	i	-1.6
COc1ccccc1CN1CCNC(=O)C1CC(=O)O (stereo not drawn)	i	-1.1
CC(C)C[C@H](NC(=O)N1CC(=O)Nc2ccccc21)C(=O)N1CCC(C(=O)O)CC1	i	-1.2
Cc1ccc(C2c3c(-c4ccccc4O)n[nH]c3C(=O)N2Cc2ccncc2)cc1 (stereo not drawn)	i	-0.81
CC1CCCCC1NC(=O)/C(C#N)=C/c1ccccc1F (stereo not drawn)	i	-3.1
Cc1nn(C(C)(C)C)c(NC(=O)c2ccccc2)c1C#N	i	-1.1
Cc1cc(C(=O)NC2CCCN(Cc3ccc(Cl)cc3)C2)n(C)n1 (stereo not drawn)	i	0.11
COc1cccc(OCc2nnc(SCc3cc(=O)[nH]c4ccccc34)o2)c1	i	-0.27

# Random excerpt: two compounds from above, in no set order.
Compound	KCNQ2 inh	Kir21 block
Cc1nn(C(C)(C)C)c(NC(=O)c2ccccc2)c1C#N	i	-1.1
CCOC(=O)C(=Cc1ccc(-n2ccnc2)cc1)C(=O)OCC	i	-1.6

# Continued:
# Below each compound: KCNQ2 inh	Kir21 block
- COc1ccccc1CNC(=O)Cn1nnc(-c2ccncc2)n1
→ i	0.47
- COc1ccc(CN2C3CCCC2CC(NC(=O)/C=C/c2ccccc2)C3)cc1 (stereo not drawn)
→ i	-0.24
- Cc1nnc(SCC(=O)NC(=O)NC(C)(C)C)s1
→ i	0.41
- O=C(O)c1ccc(NCc2ccncc2)cc1
→ i	0.86
- CNC(=O)c1nn(-c2ccc(Cl)cc2)ccc1=O
→ i	-0.83
- CC1CCCCN1C(=O)CSc1nnc(Cc2ccccc2)n1C (stereo not drawn)
→ i	0.95
- O=C(N/N=C/c1cccn1-c1ccc(O)cc1)c1cccc2ccccc12
→ i	1
- CC(C)[C@H](NC(=O)N1CC(=O)Nc2ccccc21)C(=O)N1CCC[C@H]1C(=O)O
→ i	0.1
- COc1ccc(C2N(c3cc(C)on3)C(=O)C3CCCN32)cc1OC (stereo not drawn)
→ i	-0.2
- O=C1CC(SC2=NCCS2)C(=O)N1c1ccc(Br)cc1 (stereo not drawn)
→ i	-1.8
- NS(=O)(=O)c1cccc(NC(=O)C2CC(=O)N(Cc3ccco3)C2)c1 (stereo not drawn)
→ i	-0.39
- C=CCn1c(SCC(=O)Nc2nnc(C)s2)nnc1C1CC1
→ i	0.92
- C[C@H](NC(=O)N1CCn2c1nc1ccccc12)C(=O)NC1CC1
→ i	0.77
- COc1ccc(C(=O)NCCc2c[nH]c3ccccc23)cc1S(=O)(=O)N1CCOCC1
→ i	-0.84
- COC(=O)[C@@H](NC(=O)Nc1ccccc1F)C(C)C
→ i	-0.74
- CCC1(CC)NC(=O)N(CC(=O)OCC(=O)Nc2ncc(Cl)cc2Cl)C1=O
→ i	-0.14
- Cc1ccc(S(=O)(=O)CCC(=O)OCC(=O)N2c3ccccc3CC2C)cc1 (stereo not drawn)
→ i	0.87
- CCN1CSC(=S)N(Cc2ccc(OC)cc2)C1
→ i	-0.75
- Nc1cc(=O)[nH]c(SCc2ccc(Cl)cc2Cl)n1
→ i	0.12
- CC(NC(=S)Nc1c(Br)cccc1OC(F)F)C(C)(C)C (stereo not drawn)
→ i	0.13
- N#C/C(=N\Nc1ccc([N+](=O)[O-])cc1)C(=N)N1CCOCC1
→ i	0.57
- CCNc1nc(NC(C)C)nc(Oc2ccc(OCc3ccccc3)nn2)n1
→ i	2
- CCOC(=O)c1ccc(N2C(=O)c3n[nH]c(-c4ccco4)c3C2c2cccc([N+](=O)[O-])c2)cc1 (stereo not drawn)
→ i	2.4
- CCOc1ccc(-c2nnn(CC(=O)c3ccc4c(c3)OCCO4)n2)cc1OCC
→ i	-1.1
- COc1ccc(C(=O)NCCNc2nc3ccc(C)cc3cc2C#N)cc1OC
→ i	-1.7
- COc1ccccc1Nc1c([N+](=O)[O-])cncc1[N+](=O)[O-]
→ i	-0.7
- O=S(=O)(c1cnccc1N1CCN(/N=C/c2ccc(Br)cc2)CC1)N1CCCCC1
→ i	0.51
- COc1ccc(NC(=O)CSc2ccccn2)cc1OC
→ i	0.88
- COC(=O)/C=c1\[nH]c2nnc(C)n2c1=O
→ i	0.31
- O=C(NCc1ccncc1)C(F)(F)C(F)(F)C(=O)NCc1ccncc1
→ i	-2.7
- CCCCN(CC)C(=O)Cc1ccccc1OC
→ i	-1.8
- COc1ccc(-c2[nH]ncc2/C=N/NC(=O)c2ccc(Br)cc2)c(OC)c1
→ i	0.94
- Cc1c(N=Cc2cc3c(cc2Cl)OCO3)c(=O)n(-c2ccccc2)n1C
→ i	1.7
- Cc1ccc(NC(=O)Cc2ccsc2)cc1Cl
→ i	0.93
- CC(=O)SC(C[N+](=O)[O-])c1cn(C(C)=O)c2ccccc12 (stereo not drawn)
→ -5.6*	-3.9
- C=CCNc1cc(C(F)(F)F)nc(-c2ccccn2)n1
→ i	-1.1
- O=C(NCCCN1CCOCC1)C(=O)N/N=C/c1ccccc1O
→ i	0.09
- NC(=O)c1ccccc1NC(=O)CN1CCN(Cc2ccc(Cl)cc2Cl)CC1
→ i	-1.8
- COc1ccc(C(C(=O)NC2CCCC2)N(CCCO)C(=O)c2snc(C(N)=O)c2N)cc1 (stereo not drawn)
→ i	1.7
- COc1cc(/C=C/C(=O)Nc2ccc(N3CCCCC3)c(S(=O)(=O)Nc3ccccc3Cl)c2)cc(OC)c1OC
→ i	-0.67
- CCOC(=O)C1CCN(C(=O)/C=C/c2ccc3c(c2)OCO3)CC1
→ i	0.5
- CCc1nn(C(CC)C(=O)NCc2cccc(OC)c2OC)c(=O)c2cc3occc3n12 (stereo not drawn)
→ i	-0.72
- Cc1ccc(C)c(COC(=O)c2cc(S(=O)(=O)N3CCCCC3)ccc2N2CCOCC2)c1
→ i	0.79
- COC(=O)C(Nc1ccccc1Cl)(c1cc(C)c(O)c(C)c1)C(F)(F)F (stereo not drawn)
→ -8*	0.44
- CC1(C)Cc2c(c(=S)nc(-c3ccccc3)n2CCOCCO)CO1
→ i	2
- Cc1ccc(C(=O)OCC(=O)Nc2ccccc2N2CCOCC2)cc1
→ i	-0.96
- CCCCn1c(N)c(N(CC(C)C)C(=O)CSCC(=O)Nc2cccc(C)c2)c(=O)[nH]c1=O
→ i	0.54
- COc1cccc(C(=O)Nc2nnc(S(=O)(=O)N3CCCCC3)s2)c1
→ i	1.3
- Cc1c(Br)c([N+](=O)[O-])nn1C(C)C(=O)Nc1ccc2c(c1)OCO2 (stereo not drawn)
→ i	1.5
- CC(C)CN(C(=O)COC(=O)C12CC3CC(CC(Cl)(C3)C1)C2)c1c(N)n(Cc2ccccc2)c(=O)[nH]c1=O
→ i	0
- CC(=O)NC(=S)Nc1cc(C(=O)O)ccc1Cl
→ i	0.04
- CC(C)COC(=O)c1ccc(NC(=O)C2C3C=CC(C3)C2C(=O)O)cc1 (stereo not drawn)
→ i	0.56
- CCOc1cccc(CN2CCC(CCC(=O)NC3CC3)CC2)c1O
→ i	-0.31
- CCOC(=O)c1nn(-c2ccc(F)cc2)c(-c2ccccc2)c1C(=O)c1ccccc1
→ i	0.77
- CCOc1ccc(Nc2ccnc3cc(Cl)ccc23)cc1
→ i	0.53
- CC(=O)Nc1ccc(S(=O)(=O)NCCc2cn3nc(C)c(C)nc3n2)cc1
→ i	1.3
- COc1ccccc1C(O)(C(=O)N(NC(C)=O)c1ccccc1)c1ccccc1OC
→ i	0.98
- NC(N)=NN=C1CCC(c2ccccc2)CC1 (stereo not drawn)
→ i	-0.7
- CC(=O)CC(c1ccccc1)S(=O)(=O)c1ccc([N+](=O)[O-])cc1 (stereo not drawn)
→ i	-1.1
- CSc1ccc(C(=S)N2CCCC2)cc1
→ i	-0.24

# Going on with the list:
# Below each compound: KCNQ2 inh	Kir21 block
- OC1COC(OCC2OC(OCc3ccccc3)C(O)C(O)C2O)C(O)C1O (stereo not drawn)
→ i	1.2
- COc1ccc(NC(=O)c2ccc(N3C(=O)C4CC=C(C)CC4C3=O)cc2)c(OC)c1 (stereo not drawn)
→ i	0
- Cc1ccccc1OCC(O)Cn1c(=N)n(Cc2ccccc2)c2ccccc21 (stereo not drawn)
→ i	-12*
- O=C(O)CCn1cc(/C=N/O)c(-c2cccc([N+](=O)[O-])c2)n1
→ i	0.71
- CC1CC(c2ccccc2)n2nc(NC(=O)c3cccs3)nc2N1 (stereo not drawn)
→ i	-0.2
- Cc1cnc(NC(=O)CSc2ncc(-c3ccccc3)n2Cc2ccco2)s1
→ i	0.07
- CCCCCCCN(C(=O)CCl)c1cccc(C)c1
→ i	-0.04

# High-throughput results deposited in PubChem by Johns Hopkins Ion Channel Center.
